KB-3-1 cytotox – KB-3-1 parental cell cytotoxicity | KB-3-1 viability, CellTiter-Glo ATP luminescence, 72 h | Potency, µM (top dose mostly 46.1 µM), for the others: at the highest dose activity change, negative = cytotoxic, hits mostly cytotoxic | 1.4% of 400,000 active | AID 1347075; also: potency is read from the fitted curve at half-maximal effect; % is scaled to controls: 0 for no effect and ±100 for the full control effect; nearly all actives have a fitted effect of over 60% in size
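Parental KB-3-1 adenocarcinoma cells in phenol-red-free DMEM with 10% FBS were pin-treated with compounds at several concentrations, incubated 72 h at 37 °C, and viability read by CellTiter-Glo luminescence; concentration-effect curves were fitted after normalization.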
SW480 rerep – induces DNA re-replication in SW480 colon adenocarcinoma cells; SW480 DNA re-replication, Hoechst DNA content imaging, 48 h; Potency, µM (series often up to 46.1 µM), for the others: top-dose re-replication activation, usual class: activators; 1.8% of 340,000 active; AID 624297; also: potency is read from the fitted curve at half-maximal effect; % of control where 0% means no effect; nearly all actives have a fitted effect of over 55% in size
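Per well, 250 cells were exposed to pinned compound for 48 hr. Nuclear DNA was visualised with Hoechst (40 min, 37 C) and total object intensity recorded by fluorescence scanning.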
HepG2 viability – counter-screen for TGF-b inhibitors: cytotoxicity in HepG2 cells; 0.76% of 410,000 active; Potency, µM (series often up to 46.1 µM), inactives show at the highest dose activity change, negative = cytotoxicity, most hits filed as cytotoxic; HepG2 CAGA-GFP viability, ATP luminescence, 18 h; also: potency is read from the fitted curve at half-maximal effect; some results filed as inactive show a strong effect at the top dose
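CellTiter-Glo luminescence gave cytotoxicity after 18 hours at 37 degrees C. The cells were HepG2 CAGA-GFP in 1% FBS DMEM, stimulated with 500 pg/mL TGF-beta after compound addition. %Activity was normalised to no-cell wells (complete cell-killing) and DMSO (no toxicity), and curves were fitted and classified.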
IL-1B inflam inh – inflammasome signaling inhibition, IL-1 beta readout. THP-1 LPS/ATP IL-1B secretion, AlphaLISA, 16 h; hits give low values. activity change, % at 57.5 µM. 4.7% of 360,000 active. AID 743279; in the data active = activity change below about -50%; inconclusive = mostly about -30% to -49%; also: % is scaled to controls: 0 for no effect and ±100 for the full control effect
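THP-1 cells pretreated 1 hr with compounds (up to 57.5 uM final), then stimulated with LPS (250 ng/mL final) plus ATP (1.25 mM final); secreted IL-1B measured by AlphaLISA after 16 hr, decreased signal indicating inhibition.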
ATXN2 expr inh – inhibitors of ATXN2 expression; 0.72% of 360,000 active; HEK-293 ATXN2-luciferase reporter, luminescence, 24 h; AID 1745845; Potency, µM (highest dose often 57 µM), without a hit: at the highest dose activity change, negative = inhibition, usual class: inhibitors; also: potency is read from the fitted curve at half-maximal effect; % is scaled to controls: 0 for no effect and ±100 for the full control effect; nearly all actives have a fitted effect of over 55% in size
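ATXN2-luciferase reporter cells (luciferase flanked by upstream and downstream ATXN2 gene portions) were treated 24 h at 37 °C with compounds at up to 57 uM. SteadyGlo luminescence gave expression; GF-AFC fluorescence gave viability.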
MCF10A rerep – induces DNA re-replication in MCF 10a normal breast cells. Potency, µM (series often up to 46.1 µM), inactives show at the top dose activity, positive = re-replication, usual class: activators. 2.9% of 350,000 active. MCF 10A DNA re-replication, Hoechst nuclear intensity, 48 h; also: potency is read from the fitted curve at half-maximal effect; % of control where 0% means no effect; nearly all actives have a fitted effect of over 50% in size
ATXN viability – reduces viability in counter-screen for ATXN expression inhibitors. Potency, µM (series often up to 56.7 µM), hits mostly cytotoxic. 0.49% of 400,000 active. S2 cells (HEK-293 line with an ATXN2-luciferase reporter) viability, CellTiter-Fluor protease fluorescence, 24 h. AID 651635; also: potency is read from the fitted curve at half-maximal effect; nearly all actives have a fitted effect of over 40% in size
HT1080 IDH1KD tx – HT-1080 IDH1 knockdown cell toxicity (counter line). HT-1080 IDH1 knockdown viability, ATP luminescence, 48 h. Potency, µM (titrated, usually from 46.1 µM), for inactives: at the highest dose activity, negative = toxicity, actives largely listed as cytotoxic. 2% of 360,000 active. AID 686971;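 also: potency is read from the fitted curve at half-maximal effect; 0% = DMSO wells and -100% = cell-free medium wells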
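Assay cells: HT-1080 with IDH1 knockdown, 750 per well, RPMI/5% FBS. Exposure: 48 h at 37 °C following 2 h pre-incubation. Read: CellTiter-Glo luminescence; fitted concentration-response, curve class assigned.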
HT1080NT lethal – kills 2HG-producing HT-1080-NT fibrosarcoma cells | HT-1080-NT fibrosarcoma viability, CellTiter-Glo ATP luminescence, 48 h | Potency, µM (highest dose often 46.1 µM), without a hit: top-dose activity, negative = less viability, most hits filed as cytotoxic | 1.6% of 360,000 active;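 also: NT is the 2HG producing partner of a matched IDH1 knockdown line; potency is read from the fitted curve at half-maximal effect; 0% = DMSO-treated cells and -100% = media-only wells without cells; nearly all actives have a fitted effect of over 55% in size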
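Fibrosarcoma NT cells, 750 per well in 5% FBS RPMI, were exposed to compound for 48 hours. Viability: CellTiter-Glo luminescence.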
The depositor's hits bear a star; i = inactive; ? = inconclusive; . = no result given; & = joins results of further samples; ! = not active in a repeat; [ ] = dose if it differs, or a comment. Unless noted, calls follow the shape of the dose curve; as a rule, active = well fitted curve in the direction sought with a large enough effect; inconclusive = small, poorly fitted or top-dose-only effect, or another doubt; inactive = no such curve, though single readings can be large; an effect the other way counts as inactive or inconclusive.

SMILES	KB-3-1 cytotox	SW480 rerep	HepG2 viability	IL-1B inflam inh	ATXN2 expr inh	MCF10A rerep	ATXN viability	HT1080 IDH1KD tx	HT1080NT lethal
Cc1ccc(Cl)cc1N1CCN(C(=O)c2ccc(CS(=O)(=O)c3ccccc3C)o2)CC1	?	.	-40%	.	?	.	?	.	.
CCOC(=O)C1CCCN(C(=O)c2cc(Nc3ccc(OC)cc3)nc3ccccc23)C1 (stereo unspecified)	5%	15%	-19%	-1	-12%	6%	i	-9%	0%
C=CCOc1c(Br)cc(/C=N/n2c(CC)n[nH]c2=S)cc1Br	?	?	-53%	-8	-9%	16µM*	i	-17%	?
COc1ccc(C(C)=O)cc1COC(=O)[C@H](Cc1ccccc1)NC(=O)c1ccco1	.	-7%	-8%	9	2%	5%	i	4%	0%
O=C(Nc1nc(-c2ccccn2)cs1)c1cc(S(=O)(=O)N2CCOCC2)ccc1F	?	144%	11%	97	-5%	?	i	?	?
C=CCOc1ccc(/C=C\c2nc(O)c([N+](=O)[O-])c(=O)[nH]2)cc1OCC	-18%	-65%	-8%	-6	.	-2%	?	-9%	-3%
COc1ccc(NC(=O)CCc2nnc3ccc(N4CCC(C)CC4)nn23)cc1	-10%	-28%	10%	-4	.	-1%	i	14%	9%
C#CCOCCOCCOCCNc1nc(N2CCN(C(=O)[C@H](C)n3cc(CCC(=O)O)nn3)CC2)nc(N2CCN(C(=O)[C@H](CCCCN)n3cc(CCCC)nn3)CC2)n1	12%	3%	-5%	24	13%	-12%	i	9%	10%
CCOC(=O)C1CCCN(C(=O)c2ccc3c(c2)C(C)(C)CCC3(C)C)CC1 (stereo unspecified)	-5%	.	-39%	30	0%	.	i	?	?
O=C(NCCCc1ccncc1)C1CCC(=O)N(Cc2cccc(F)c2)C1 (stereo unspecified)	-2%	5%	1%	17	11%	9%	i	8%	-2%
COC(=O)c1ccccc1NC(=O)c1ccc(COc2ccc3c(c2)CCC3)cc1	-1%	0%	7%	18	12%	?	i	-13%	-20%
O=C(O)C1(C(=O)O)CCC2(CCCCC2)CC1	-12%	.	10%	10	.	.	i	4%	2%
CC(=O)c1cccc(NC(=O)COc2cc(C)on2)c1	0%	-2%	4%	-4	.	3%	i	0%	-2%
C=C(C)Cn1c(SCC(=O)N/N=C/c2cccc(O)c2)nc2ccccc2c1=O	1%	?	-64%	1	2%	-28%	i	-5%	-3%
CC(=O)c1ccc(OC(C)C(=O)Nc2cccc(S(=O)(=O)NCc3ccco3)c2)cc1 (stereo unspecified)	-2%	2%	-14%	-8	-17%	4%	i	7%	2%
NC(=O)CSc1cn(Cc2ccc(F)cc2)c2ccccc12	?	7%	-27%	0	-24%	11%	i	-13%	?
CN(C)c1ccc(C(=O)N2CCC2(C)C(=O)O)cc1 (stereo unspecified)	0%	.	3%	-3	10%	.	i	0%	17%
C=CCc1cccc(/C=N/NC(=O)c2ccccc2OC)c1O	-6%	?	-35%	178	?	2%	i	16µM*	?
CS(=O)(=O)N(CC(=O)NC1CC2CCC1C2)c1ccc(Oc2ccccc2)cc1 (stereo unspecified)	-3%	-1%	-23%	?	16%	0%	i	-23%	-1%
Cc1cnc(C)c(N2CCN(C(=O)C3CCC(=O)N(CCc4cccc(F)c4)C3)CC2)n1 (stereo unspecified)	.	-2%	15%	-9	-1%	6%	i	0%	-1%
Cc1cc(C(=O)N/N=C/c2cccc(OC(=O)c3cccc(Br)c3)c2)n[nH]1	-28%	3%	-5%	-15	63%[activator]	-2%	i	1%	-3%
CCC(C)Sc1cccc(-c2nc3cc(C)ccn3c2NC2CCCCC2)c1 (stereo unspecified)	?	?	-29%	-82*!	?	18µM*	?	18µM*	12µM*
N#CCC(=O)Nc1ccc(C(=O)OCC(=O)Nc2ccc3ccccc3c2)cc1	10%	-4%	-2%	13	12%	?	?	5%	2%
O=[N+]([O-])c1cc(C(F)(F)F)ccc1N1CCN(S(=O)(=O)c2ccc3ccccc3c2)CC1	18µM*	3%	1%	?	-20%	-7%	i	-13%	-7%
COc1ccc(CCN2C(=O)N(c3ccc(F)cc3)C(=O)C2CC(=O)Nc2ccccc2)cc1 (stereo unspecified)	15%	.	-15%	.	2%	.	?	.	.
O=C(O)CCC(=O)c1ccc2c(c1)CCCC2	-4%	-7%	1%	6	9%	-3%	i	2%	-4%
CCc1ccc(OCCSc2nc(-c3cccc(C)c3)nc3cc(=O)[nH]n23)cc1	2%	.	-16%	.	1%	.	i	.	.
O=C(NCCC1=CCCCC1)c1cccc(S(=O)(=O)N2CCCCC2)c1	-7%	?	0%	0	5%	?	i	1%	7%
Cc1ccc(CN2C(=O)CSC2c2cccnc2)cc1 (stereo unspecified)	-1%	-5%[9.22 µM]	-1%	14	11%	-1%	i	4%	8%
FC(F)(F)c1ccc(C2NCCc3sccc32)cc1 (stereo unspecified)	7%	1%	-6%	-3	53%[activator]	-4%	?	-11%	-4%
CCSc1nc2c(sc3ccccc32)c(=O)n1C(C)C	4%	1%	-31%	93	12%	?	i	-1%	2%
NS(=O)(=O)c1ccc(N2CCOCC2)c(C(=O)NCc2ccc3c(c2)OCO3)c1	-1%	?	-21%	9	-2%	20%	i	15%	12%
Cc1cc(C2C(=O)NC(=O)C2=O)c(C)cc1Br (stereo unspecified)	0%	-7%	-6%	-5	-10%	-5%	i	9%	3%
CC(C(=O)N1CCCc2ccccc21)N1CCN(S(=O)(=O)c2ccccc2F)CC1 (stereo unspecified)	-2%	-9%	5%	23	-4%	-16%	i	-4%	0%
O=C(NCc1cc(F)cc(C(F)(F)F)c1)C1CCC(=O)N(C2CCCC2)C1 (stereo unspecified)	3%	1%	5%	4	11%	0%	i	-2%	-13%
N#Cc1c(SCC(=O)Nc2nncs2)sc2c(O)cc(=O)[nH]c12	5%	-9%	-4%	42	-2%	?	i	8%	3%
CCC(CC)NC(=O)c1ccc2nc[nH]c2c1	?	2%	-8%	-12	7%	13%	i	2%	2%
O=C(Nc1ccccc1-c1nnc(SCc2ccc(Cl)cc2)o1)c1ccccc1	3%	-2%	0%	32	-2%	16%	i	-6%	-2%
COCCNC(=O)C1C(=O)Nc2ccccc2C(=O)N1C1CCCC1 (stereo unspecified)	9%	.	.	7	.	.	.	21%	19%
Nc1nc2c(ncn2[C@@H]2O[C@H](CNS(=O)(=O)N3CCCC3)[C@@H](O)[C@H]2O)c(=O)[nH]1	0%	.	-29%	0	5%	.	i	18%	12%
C=CCOC(=O)C1=C(C)NC(=O)NC1/C=C/c1ccccc1OC (stereo unspecified)	1%	-2%	2%	5	-8%	6%	i	-13%	3%
C=CCn1c(-c2cc3c(s2)CCC(CC)C3)n[nH]c1=S (stereo unspecified)	-8%	-2%	4%	49	74%[activator]	?	i	-15%	-2%
CC(C)NC(=O)NC(=O)CSc1nnc(-c2c[nH]c3ccccc23)o1	-1%	-14%	-7%	-9	4%	10%	i	-10%	-2%
CN(Cc1ccccc1)C(=O)COC(=O)C1CCN(S(=O)(=O)c2ccc3c(c2)OCCO3)CC1	10%	-1%	0%	21	12%	-2%	i	3%	6%
Cc1ccccc1N1CCN(C(=O)CCN2C(=O)c3ccccc3C2=O)CC1	-3%	-1%	-84%	6	17%	-3%	i	12%	3%
CCCCn1c(N)c(N(CCC(C)C)C(=O)c2ccc(C)o2)c(=O)[nH]c1=O	-1%	5%	0%	-16	.	3%	i	-5%	2%
CC(=O)Cn1nnc2sc(-c3ccccc3)cc2c1=O	?	?	-11%&-33%	-7	37%[activator][11.3 µM]	?	i	-2%	-5%
CS(=O)(=O)N1CCN(C(=O)CCC2CCCC2)CC1	10%	4%	5%	2	2%	-4%	i	16%	16%
O=C(O)c1cccc(CSc2n[nH]c(-c3ccc(Cl)cc3Cl)n2)c1	2%	1%	-21%	28	-27%	?	i	-17%	-5%
COc1cccc(-n2nc(C(=O)Nc3ccc4c(c3)OCO4)c3ccccc3c2=O)c1	13%	-3%	-22%	-18	?	5%	?	3%	9%
S=c1[nH]nc(CSc2nc3ccccc3s2)n1C1CCCCC1	-7%	-4%	-20%	0	8%	?	i	-9%	-12%
COc1cc2nc(N(C)C)nc(N)c2cc1OC	0%	6%	-25%	0	?	?	?	?	-27%
CC1=NN(/C(=N\c2nnc(C)s2)Nc2ccc(C(C)(C)C)cc2)[C@H](c2ccc(C)cc2)S1	?	?	-53%	?	-24%	?	i	-10%	-16%
COc1ccc(OC)c(NC(=O)CCCc2ccccc2)c1	1%	-3%	-13%	7	.	8%	i	9%	7%
O=C1c2oc3ccccc3c(=O)c2C(c2cccc(O)c2)N1c1ccccn1 (stereo unspecified)	24%	2%	-30%	2	7%	-3%	i	11%	18%
O=C(NC(=S)Nc1ccc(Br)cc1)C1CCC1	2%	2%	-10%	-12	33%[activator]	2%	i	-4%	3%

Reformatted with bars between the fields: 3 of the compounds above
smiles | KB-3-1 cytotox | SW480 rerep | HepG2 viability | IL-1B inflam inh | ATXN2 expr inh | MCF10A rerep | ATXN viability | HT1080 IDH1KD tx | HT1080NT lethal
COc1ccc(OC)c(NC(=O)CCCc2ccccc2)c1 | 1% | -3% | -13% | 7 | . | 8% | i | 9% | 7%
O=C(NC(=S)Nc1ccc(Br)cc1)C1CCC1 | 2% | 2% | -10% | -12 | 33%[activator] | 2% | i | -4% | 3%
COc1cc2nc(N(C)C)nc(N)c2cc1OC | 0% | 6% | -25% | 0 | ? | ? | ? | ? | -27%
